Compound activity from PubChem.
EPAC1 agonist – agonists of human EPAC1; O95398; EPAC1 agonist qHTS, biochemical assay; response scale: 100% = response to 6.5 mM cAMP; Potency, µM (titrated, usually from 154 µM), for the others: at the top dose activation, most hits filed as activators; hit rate 0.073% among 360,000; further: potency means the concentration at half of the fitted maximal effect; nearly all actives have a fitted effect of over 60% in size
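EPAC1 100 nM, Rap1B–BODIPY-GDP 250 nM, unlabeled GDP 50 uM; compound titration; 5 min RT; kinetic read ex480/em540 at 5-min intervals ×30 min; data normalized to 6.5 mM cAMP agonist control.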
EPAC1 antag – blocks human EPAC1 exchange factor | EPAC1 GEF assay, Rap1b-BODIPY-GDP exchange fluorescence | hit rate 0.14% among 360,000 | Potency, µM (doses to about 115 µM), for the others: top-dose activity change, negative = inhibition, hits mostly inhibitors | O95398;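 further: potency means the concentration at half of the fitted maximal effect; plate controls were vehicle for no effect and positive control for full effect; nearly all actives have a fitted effect of over 50% in size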
WRN inhibitor – inhibitors of human WRN helicase. AID 651768. Q14191. hit rate 0.46% among 360,000. Potency, µM (highest dose often 114 µM), for inactives: at the top dose activity change, negative = inhibition, actives largely listed as inhibitors. WRN helicase unwinding, fluorescent forked duplex, kinetic; further: potency means the concentration at half of the fitted maximal effect; on the % scale 0 is the no-effect control and ±100 the full control effect; nearly all actives have a fitted effect of over 55% in size
Target sequence (Q14191 whole entry, looked up): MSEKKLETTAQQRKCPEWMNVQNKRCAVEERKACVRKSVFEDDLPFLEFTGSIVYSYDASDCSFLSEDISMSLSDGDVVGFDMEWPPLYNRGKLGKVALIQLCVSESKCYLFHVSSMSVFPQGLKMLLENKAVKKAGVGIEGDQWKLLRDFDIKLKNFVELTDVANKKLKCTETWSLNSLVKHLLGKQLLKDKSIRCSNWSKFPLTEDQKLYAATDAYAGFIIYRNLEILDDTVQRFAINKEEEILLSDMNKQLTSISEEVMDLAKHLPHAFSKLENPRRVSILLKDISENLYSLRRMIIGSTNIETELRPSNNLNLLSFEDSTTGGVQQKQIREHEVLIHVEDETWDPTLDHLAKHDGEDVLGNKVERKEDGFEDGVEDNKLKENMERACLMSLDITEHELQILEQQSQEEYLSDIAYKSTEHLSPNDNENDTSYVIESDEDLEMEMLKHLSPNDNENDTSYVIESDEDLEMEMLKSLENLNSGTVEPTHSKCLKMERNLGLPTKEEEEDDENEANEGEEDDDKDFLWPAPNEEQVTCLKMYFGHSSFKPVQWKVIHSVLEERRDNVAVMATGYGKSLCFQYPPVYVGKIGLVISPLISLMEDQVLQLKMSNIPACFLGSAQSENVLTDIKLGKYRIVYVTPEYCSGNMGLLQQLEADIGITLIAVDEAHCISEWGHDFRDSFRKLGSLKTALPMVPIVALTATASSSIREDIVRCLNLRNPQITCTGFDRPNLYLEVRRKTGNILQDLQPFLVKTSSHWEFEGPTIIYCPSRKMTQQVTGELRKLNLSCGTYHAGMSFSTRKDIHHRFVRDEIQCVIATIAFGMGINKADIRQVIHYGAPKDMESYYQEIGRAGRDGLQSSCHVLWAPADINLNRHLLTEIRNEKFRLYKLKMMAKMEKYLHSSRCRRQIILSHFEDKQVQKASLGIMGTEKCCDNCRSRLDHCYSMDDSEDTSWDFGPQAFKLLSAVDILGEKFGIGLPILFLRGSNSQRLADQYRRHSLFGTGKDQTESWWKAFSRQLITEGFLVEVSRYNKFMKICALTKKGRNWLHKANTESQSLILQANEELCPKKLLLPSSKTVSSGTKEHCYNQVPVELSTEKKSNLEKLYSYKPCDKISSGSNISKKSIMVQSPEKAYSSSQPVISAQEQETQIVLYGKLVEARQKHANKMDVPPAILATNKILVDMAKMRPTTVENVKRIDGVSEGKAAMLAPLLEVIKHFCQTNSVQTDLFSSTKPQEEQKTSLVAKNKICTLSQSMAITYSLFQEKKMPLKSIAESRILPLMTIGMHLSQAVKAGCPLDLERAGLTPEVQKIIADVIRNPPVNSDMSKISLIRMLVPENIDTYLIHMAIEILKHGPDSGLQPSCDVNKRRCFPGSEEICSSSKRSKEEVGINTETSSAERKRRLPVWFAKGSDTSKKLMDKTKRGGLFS
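WRN at 20 nM final was preincubated with compound for 15 min at room temperature; reaction started with 100 nM forked duplex oligonucleotide carrying fluorophore and quencher plus 2 mM ATP (final). Unwinding followed kinetically by red fluorescence (ex 525/em 598 nm).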
PLK1 PBD inh – PLK1 (human) polo-box domain binding inhibition; Potency, µM, without a hit: max response, negative = inhibition, hits mostly inhibitors; Plk1 PBD binding of FITC phosphopeptide, fluorescence polarization; P53350; hit rate 2.8% among 360,000; further: potency means the concentration at half of the fitted maximal effect; series mostly up to about 57 µM; on the % scale 0 is the no-effect control and ±100 the full control effect; nearly all actives have a fitted effect of over 65% in size
CCT modulator – modulators of cytosolic chaperonin (CCT/TRiC) activity; activity change, % (no concentration beside the values), hits read low; purified chaperonin ATPase assay, HTRF ADP detection, 30 min; hit rate 0.3% among 360,000; in the data active means activity change below about -30%; further: on the % scale 0 is the no-effect control and ±100 the full control effect
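ATPase activity: ADP formed was measured by HTRF Transcreener (665/615 nm ratio) after 30 min at 37 deg C with 10 uM ATP. Compounds screened at one 76 uM concentration against 40 or 20 nM TRiC in Tris pH 7.4/KCl/MgCl2/DTT buffer.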
IL-2 act – activators of IL-2; AID 652025; IL-2 activation reporter assay, cell-based qHTS; stimulated with anti-CD3/CD4/CD28 beads; in transgenic mouse T cells; hit rate 0.065% among 360,000; activation, % (series mostly up to about 46 µM); in the data active means activation above about 50%; inconclusive means mostly about 30% to 49%; further: 0% is about no effect
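Readout: EGFP and DsRed signals by fluorescent plate cytometry. Unstimulated transgenic mouse T cells received compound 60 min before antibody-bead stimulation, then incubated 18 h at 37 degrees C.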
EPAC2 agonist – agonists of human EPAC2 (RAPGEF4) | Q8WZA2 | EPAC2 activation, biochemical qHTS; response scale: 100% = 6.5 mM cAMP response | Potency, µM (series often up to 154 µM), without a hit: at the highest dose activation, actives largely listed as activators | hit rate 0.079% among 360,000 | AID 720711; further: potency means the concentration at half of the fitted maximal effect; nearly all actives have a fitted effect of over 50% in size
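Setup: EPAC2 100 nM, labeled Rap1B complex 250 nM, free GDP 50 uM. Compound titrations pinned in, brief spin, 5 min room temperature incubation. Kinetic fluorescence read over 30 min, normalized to 6.5 mM cAMP.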
PI5P4Ka inh – PI5P4K alpha (human) kinase inhibition | AID 652105 | PI5P4Kalpha enzyme, ADP-Glo luminescence, 60 min; stronger effect = lower value | max response, % | hit rate 1.2% among 330,000 | P48426; active means max response of -50% or lower; inconclusive means between -30% and -50%; inactive means -30% or higher; further: value at the top dose of about 77 µM; on the % scale 0 is the no-effect control and ±100 the full control effect
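Single end-point luminescence (ADP-Glo) quantified ADP from PI5P4Kalpha turnover; ATP 5 microM final, 1 h at RT, 0.1% CHAPS and 0.28 mM EGTA in HEPES pH 7.4.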
* marks the source's active call; other numbers are inactive results; ? = inconclusive; / = not tested or not shown; [ ] = remark or other dose. Unless noted, the call rests on the fitted dose curve; in most records, active means well fitted curve in the direction sought with a large enough effect; inconclusive means small, poorly fitted or top-dose-only effect, or another doubt; inactive means no such curve, though single readings can be large; an effect the other way counts as inactive or inconclusive. Only part of the results is shown; rates above refer to the full screens.

Structure | EPAC1 agonist | EPAC1 antag | WRN inhibitor | PLK1 PBD inh | CCT modulator | IL-2 act | EPAC2 agonist | PI5P4Ka inh
COc1ccc(OCCCN2CCCC(C)C2)cc1 (stereo not given) | -5% | -1% | 11% | 1% | 0.0 | -2.2 | 3% | -8
CCCN(CCC)S(=O)(=O)c1ccc(C(=O)NCc2ccc3c(c2)OCO3)cc1 | -5% | ? | -8% | -9% | 0.2 | -0.2 | 6% | 4
CC(NC(=O)c1cccnc1)C(c1cccs1)N1CCN(c2ccccc2F)CC1 (stereo not given) | -8% | -11% | -5% | 3% | -3.0 | -4.6 | -16% | 5
O=C(Cn1ccc([N+](=O)[O-])n1)N1CCc2ccccc21 | -2% | -22% | 3% | 3% | -0.5 | 2.1 | 7% | 1
O=C(c1cccc([N+](=O)[O-])c1)N1CCCC(C(=O)N2CCN(c3ccccc3)CC2)C1 (stereo not given) | -1% | 0% | -17% | 0% | -0.9 | -2.0 | 5% | 7
C[C@@H]1CN([C@H](C)CO)C(=O)c2cc(Br)cnc2O[C@H]1CN(C)Cc1cccnc1 | 7% | 6% | -5% | -15% | -0.8 | -0.8 | 15% | 1
CCOC(=O)c1ccc(CNC(=O)Cn2nnc(-c3ccccc3)n2)o1 | -2% | -20% | 6% | -5% | -2.9 | -2.8 | 2% | -3
O=S(=O)(Nc1ccccc1)C1CCCCC1 | -12% | 3% | 1% | -3% | -0.1 | -0.6 | 12% | 0
C[C@H](CO)N1C[C@H](C)[C@@H](CN(C)C(=O)Nc2ccccc2)Oc2c(NC(=O)c3ccncc3)cccc2C1=O | 0% | 22% | -4% | -10% | 0.7 | 0.0 | -5% | 6
O=C1CCc2cc(S(=O)(=O)N3CCN(C(=O)c4ccco4)CC3)ccc2N1 | -4% | 0% | -5% | 2% | -3.1 | -3.1 | 16% | /
COc1ccc(CCNC(=O)CSc2nn(-c3ccccc3)c(=S)s2)cc1OC | 13% | 0% | -9% | 3% | -2.2 | -4.8 | 6% | 5
O=C(NCCCN1CCOCC1)c1cc(C(=O)C2CCCCC2)c[nH]1 | 0% | -6% | -17% | -1% | 1.6 | -3.4 | 18% | 3
COc1ccc2c(c1)c1ncn(CC3CCCO3)c(=O)c1n2C (stereo not given) | 10% | -17% | 10% | -4% | -3.8 | -1.8 | 6% | -1
Cc1cc(SCC(=O)Nc2cccnc2Cl)nc2ccccc12 | 5% | 9% | 0% | -14% | 0.2 | 1.6 | 1% | 3
Cc1nnc(NC(=O)c2cccc(NC(=O)C(C)C)c2)s1 | -13% | -11% | 3% | -1% | 1.8 | 0.1 | 3% | -3
CSc1ccccc1OCc1cc(C(=O)NCCn2nc(C)cc2C)no1 | 2% | -22% | -18% | -11% | 0.0 | -4.2 | 14% | 6
O=C1c2cccnc2C(Nc2ccccc2Br)N1Cc1ccco1 (stereo not given) | 2% | -9% | -3% | -18% | 0.0 | 2.1 | 0% | -1
CCCOc1ccc(-c2c(=O)n(OCc3ccc([N+](=O)[O-])cc3)c3ccccc3[n+]2[O-])cc1 | 6% | -12% | 5% | ? | -3.8 | 0.2 | 3% | 1
CCN(C(=O)COC(=O)c1cccc(S(=O)(=O)N(CC)CC)c1)C1CCS(=O)(=O)C1 (stereo not given) | -2% | 5% | -31% | -5% | -3.5 | -3.5 | 12% | 6
Cc1cccc(-n2ncc3c(N(C)Cc4ccccc4)ncnc32)c1 | 12% | -24% | -7% | -17% | -2.0 | -4.1 | 16% | 2

Part of the list above in order of molar mass, descending.
Structure | EPAC1 agonist | EPAC1 antag | WRN inhibitor | PLK1 PBD inh | CCT modulator | IL-2 act | EPAC2 agonist | PI5P4Ka inh
CCCOc1ccc(-c2c(=O)n(OCc3ccc([N+](=O)[O-])cc3)c3ccccc3[n+]2[O-])cc1 | 6% | -12% | 5% | ? | -3.8 | 0.2 | 3% | 1
O=C1CCc2cc(S(=O)(=O)N3CCN(C(=O)c4ccco4)CC3)ccc2N1 | -4% | 0% | -5% | 2% | -3.1 | -3.1 | 16% | /
O=C(NCCCN1CCOCC1)c1cc(C(=O)C2CCCCC2)c[nH]1 | 0% | -6% | -17% | -1% | 1.6 | -3.4 | 18% | 3
COc1ccc2c(c1)c1ncn(CC3CCCO3)c(=O)c1n2C (stereo not given) | 10% | -17% | 10% | -4% | -3.8 | -1.8 | 6% | -1

New compounds follow
Structure | EPAC1 agonist | EPAC1 antag | WRN inhibitor | PLK1 PBD inh | CCT modulator | IL-2 act | EPAC2 agonist | PI5P4Ka inh
COc1ccccc1NC(=O)c1cc2ccccc2o/c1=N\O | -3% | -14% | 100µM* | ? | -2.5 | -0.6 | 2% | -2
CCOC(=O)c1c(C)[nH]c(C)c1S(=O)(=O)N(C)CC(=O)Nc1ccccc1F | -6% | -9% | 8%[11.6 µM] | 6% | -21 | -0.1 | 3% | -2
Oc1ccc(C=Nc2ccccc2-c2nc3ccccc3[nH]2)cc1 | 2% | -5% | -3% | 0% | 0.9 | 0.2 | 20% | -2
COc1ccccc1-c1coc2cc(OCC(=O)OCc3ccccc3)ccc2c1=O | 13% | -15% | -7% | -18% | -0.3 | -1.6 | 7% | 4
C=CCn1c(=S)[nH]c2cc(C(=O)NCCc3ccc(S(N)(=O)=O)cc3)ccc2c1=O | 2% | 8% | 1% | -8% | 0.4 | 0.4 | 6% | -30
Cc1ccc(N2Cc3ccccc3C2=O)cc1 | 8% | 0% | -3% | -1% | 0.0 | 1.4 | 6% | -7
CN(C)S(=O)(=O)c1ccc(C(=O)Nc2ccccc2SCCC#N)cc1 | 15% | 5% | 7% | -27% | -0.1 | -4.1 | 9% | -9
Cc1cc(CCNC=O)c(C)c2c1sc1ccccc12 | 0% | 2% | -2% | 8% | -0.9 | -4.3 | -11% | 41
COc1ccc(S(=O)(=O)N2CCC(C(=O)N[C@@H](C)C(=O)NCc3ccncc3)CC2)cc1 | 6% | -14% | -5% | 0% | -2.6 | -0.2 | 8% | 0
CCOc1c(Br)cc(CNC2CCCCCCC2)cc1OC | 7% | -7% | 3% | -12% | -3.3 | -0.3 | 6% | 0
Cc1ccc(NC(=O)COC(=O)CN2C(=O)NC3(CCCC3)C2=O)cc1S(=O)(=O)N(C)C | 0% | -7% | 5% | 7% | -0.9 | -0.2 | 3% | 3
CCCOc1ccc(-c2c(C(=O)N/N=C(\C)c3cccs3)nnn2-c2nonc2N)cc1 | 3% | ? | -3% | -17% | -8.2 | -0.2 | -4% | -1
Cc1oc(S(=O)(=O)N2CCOCC2)cc1C(=O)Nc1ccc(Cl)cc1 | -6% | 7% | 6% | -3% | -4.1 | 0.1 | -5% | 1
CC1(C)CC(=O)c2cc(C(=O)Nn3cnnc3)c(=O)n(-c3ccccc3)c2C1 | 5% | 8% | 1% | -5% | -2.5 | -0.6 | 14% | -2
CCCCn1c(SCC(=O)NNC(=O)c2ccco2)nnc1-c1ccco1 | -2% | -11% | -1%[57.1 µM] | -4% | -3.4 | -0.6 | -4% | 12
Cc1ccc(S(=O)(=O)NCCCCCCNS(=O)(=O)c2ccc(C)cc2)cc1 | -11% | -4% | -8% | -6% | -1.1 | -0.8 | 9% | -2
CCOC(=O)N1CCN(S(=O)(=O)c2ccc(F)c(C(=O)Nc3cc(C)cc(C)c3)c2)CC1 | -2% | -6% | -1% | 3% | 0.0 | -3.9 | 1% | /
C(=C\c1ccco1)/c1nc2ccccc2[nH]1 | -3% | -2% | 1% | -8% | -0.3 | -1.3 | 6% | -16
Cc1csc(N2CCCC2=O)n1 | 9% | 12% | 0% | -19% | 1.9 | 0.5 | 10% | 3
COc1ccc(C(=O)Nc2nc3ccc(OC)cc3s2)cc1 | 9% | -2% | 3% | -2% | 0.4 | -1.0 | 2% | -2

Quoted from the listing.
PI5P4Ka inh with `CCOC(=O)c1c(C)[nH]c(C)c1S(=O)(=O)N(C)CC(=O)Nc1ccccc1F` stands at -2
EPAC1 antag with `CC1(C)CC(=O)c2cc(C(=O)Nn3cnnc3)c(=O)n(-c3ccccc3)c2C1` stands at 8%
EPAC2 agonist with `Cc1ccc(NC(=O)COC(=O)CN2C(=O)NC3(CCCC3)C2=O)cc1S(=O)(=O)N(C)C` stands at 3%

Further entries.
Results follow in this order: EPAC1 agonist	EPAC1 antag	WRN inhibitor	PLK1 PBD inh	CCT modulator	IL-2 act	EPAC2 agonist	PI5P4Ka inh
O=C(Cc1cn(Cc2cccc(Cl)c2)c2ccccc12)N1CCCCCC1
→ 10%	-15%	-17%	-3%	1.7	-3.1	5%	0
Cc1cc(C(=O)OCC(=O)NC2(C#N)CCCCC2)c(C)o1
→ -6%	5%	0%	4%	-3.1	-0.4	4%	9
CCOC(=O)CC(=O)CSc1ncnc2c1cnn2-c1ccccc1
→ -1%	-4%	-2%	-2%	0.0	-0.4	-8%	-4
Cc1ccc(CNC(=O)CSc2n[nH]c(N)n2)cc1
→ 6%	11%	6%	-8%	2.7	-3.8	1%	0
CCOc1cc(NC(=S)Nc2cccc(OC)c2)c(OCC)cc1NC(=O)C1CC1
→ 7%	-2%	2%	2%	-28	-0.5	-2%	1
O=C(Cn1ccc([N+](=O)[O-])n1)Nc1nccs1
→ -10%	13%	-23%[57.1 µM]	4%	-1.0	0.1	-2%	-9
CCCn1c(SCC(=O)c2cc(C)ccc2C)n[nH]c1=O
→ ?	-7%	-7%	-14%	-0.1	0.4	0%	6
COc1ccccc1C(=O)N(C1=NC(C)CS1)c1ccc(Cl)cc1 (stereo not given)
→ 1%	-17%	-6%	-8%	1.2	-4.1	17%	0
COc1cc(OC)cc(OC(=O)C2CCN(C(=O)c3ccc(F)cc3)CC2)c1
→ 9%	-20%	-6%	-8%	-0.1	0.7	9%	8
C=CCOc1ccc2ccccc2c1CNn1c(C)n[nH]c1=S
→ 12%	-3%	3%	-12%	0.4	-0.3	8%	1
Cc1noc(C)c1NC(=O)N(C)C[C@H]1Oc2c(NS(=O)(=O)c3cn(C)cn3)cccc2C(=O)N([C@H](C)CO)C[C@@H]1C
→ -18%	2%	-30%	-17%	-0.3	-2.5	-1%	2
